hIAP act = increases human intestinal alkaline phosphatase activity; P09923; purified human IAP, CDP-Star luminescence, 30 min; hits give high values; 1 = vehicle-only enzyme, 0 = enzyme-free background; activation factor at 10 µM; 330,000 compounds, 0.16% hits;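 active means activation factor of the enzyme at least 2-fold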; further: the source names both 10 and 20 µM as test concentration; values of inactives mirror those of a sister screen read the other way
hIAP inh = human IAP inhibition. inhibition, % at 10 µM. 330,000 compounds, 0.12% hits. purified IAP, CDP-Star luminescence, 30 min. P09923;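 active means inhibition reaching a set limit with compound at 10 µM in the primary screen, cut at about 35% in these data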;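 further: plate controls were DMSO wells with enzyme for no effect and no-enzyme buffer wells for full effect; values of inactives mirror those of a sister screen read the other way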
APOBEC3A inh = inhibitors of human APOBEC3A DNA deaminase; P31941; AID 493011; 330,000 compounds, 0.41% hits; inhibition, % at 20 µM; recombinant A3A, FAM/TAMRA ssDNA deamination fluorescence;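 active means at least 40% inhibition at 20 µM here, with at most 30% in a related deaminase screen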;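 further: plate controls were A3A with DMSO for no effect and wells lacking A3A enzyme for full effect; some results filed as inactive read as strong as hits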
mIAP act = increases mouse intestinal alkaline phosphatase activity. activation factor at 10 µM. muIAP, CDP-Star luminescence, 30 min; hits give high values; 1 = vehicle-only enzyme signal, 0 = enzyme-free wells. 330,000 compounds, 0.24% hits;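 active means activation factor of at least 2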; further: the source names both 10 and 20 µM as test concentration; values of inactives mirror those of a sister screen read the other way
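also added = chemiluminescent substrate CDP-Star | test system = mouse IAP enzyme | signal = chemiluminescence readout | compound = DMSO-dissolved test compounds | incubation = 30 min at room temperature | benchmarks = DMSO wells, no-enzyme wells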
HKDC1 inhibitor = inhibitors of human hexokinase HKDC1; inhibition, % at 20 µM; recombinant HKDC1, G6PDH/diaphorase resazurin coupled fluorescence; AID 493160; Q2TB90; 340,000 compounds, 0.16% hits;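 active means inhibition above about 35% when tested at 20 µM, limit read from the data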;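 further: plate controls were DMSO wells with enzyme for no effect and DMSO wells lacking enzyme for full effect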
Target sequence (Q2TB90 whole entry, looked up): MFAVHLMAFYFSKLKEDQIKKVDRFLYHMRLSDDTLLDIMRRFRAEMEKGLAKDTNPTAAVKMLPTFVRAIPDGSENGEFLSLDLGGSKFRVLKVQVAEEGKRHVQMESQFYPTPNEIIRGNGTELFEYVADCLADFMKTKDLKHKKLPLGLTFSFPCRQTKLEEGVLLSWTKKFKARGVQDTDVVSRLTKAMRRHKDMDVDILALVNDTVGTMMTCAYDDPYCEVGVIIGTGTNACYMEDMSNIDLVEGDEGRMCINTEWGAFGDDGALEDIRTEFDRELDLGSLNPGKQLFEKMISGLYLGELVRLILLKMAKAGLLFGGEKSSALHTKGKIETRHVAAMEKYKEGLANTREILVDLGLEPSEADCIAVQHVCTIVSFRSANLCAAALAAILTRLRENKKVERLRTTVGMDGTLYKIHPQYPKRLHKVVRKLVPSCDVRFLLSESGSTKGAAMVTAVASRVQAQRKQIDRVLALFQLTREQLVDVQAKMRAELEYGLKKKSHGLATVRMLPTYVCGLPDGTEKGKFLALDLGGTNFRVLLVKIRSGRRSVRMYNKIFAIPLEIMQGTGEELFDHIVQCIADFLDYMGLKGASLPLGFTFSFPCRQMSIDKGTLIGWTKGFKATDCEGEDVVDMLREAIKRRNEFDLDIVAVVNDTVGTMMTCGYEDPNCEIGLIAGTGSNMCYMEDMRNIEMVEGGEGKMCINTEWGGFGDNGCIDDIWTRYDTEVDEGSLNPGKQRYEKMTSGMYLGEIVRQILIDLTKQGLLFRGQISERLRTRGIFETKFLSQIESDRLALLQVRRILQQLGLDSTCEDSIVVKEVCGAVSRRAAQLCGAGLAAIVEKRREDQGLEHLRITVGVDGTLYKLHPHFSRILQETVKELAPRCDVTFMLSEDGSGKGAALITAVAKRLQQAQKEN
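Incubation: 90 min at room temperature in dark / Material: recombinant HKDC1 (HK5) hexokinase enzyme, produced in-house / Quantity: enzyme 5 µg/mL final / Compound: one dose of 20 µM, 1% DMSO / Reagent: glucose and ATP substrates / Buffer or medium: Tris pH 8.0 buffer with MgCl2, Tween-20, BSA, BME / Technique: resorufin fluorescence at 613 nm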
PfGluPho inh = PfG6PD (Plasmodium falciparum) enzyme inhibition; inhibition, % at 20 µM; 350,000 compounds, 0.78% hits; PfGluPho enzyme, NADPH resazurin-diaphorase fluorescence; AID 504690;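 active means inhibition reaching at least a set limit at 20 µM in the primary screen, cut at about 59% in these data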;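 further: 0% = DMSO wells with substrate and 100% = DMSO wells lacking glucose-6-phosphate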
ATG4B inhibitor = blocks human ATG4B protease cleavage of LC3 substrate | ATG4B cleavage of LC3-PLA2, NBD-HPC fluorescence, 1 h | inhibition, % at 8.33 µM | 340,000 compounds, 0.51% hits | AID 504462; in the data active means inhibition above about 40%
mIAP block = blocks mouse intestinal alkaline phosphatase. purified mouse IAP, CDP-Star luminescence, 30 min. inhibition, % at 10 µM. 330,000 compounds, 0.2% hits;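 active means inhibition of at least 40% at 10 µM in the primary screen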;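 further: plate controls were DMSO with enzyme for no effect and no enzyme wells for full effect; values of inactives mirror those of a sister screen read the other way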
The depositor's hits bear a star; / = not tested or not shown.

1	CSc1nc2c(ccc3ccccc32)o1
2	CCCCN(CCCC)S(=O)(=O)c1ccc(NC(=O)CN2CCOCC2)cc1
3	CCN(C(=O)Cn1c(=O)oc2ccccc21)C1CCS(=O)(=O)C1 (configuration not stated)
4	C=CCNC(=O)Cn1nnc(-c2ccc(-c3ccc(OC)cc3)cc2)n1
5	CCCC(=O)Nc1cc2c(cc1C(=O)c1ccccc1)OCCO2
6	CC1(C2CC2)NC(=O)N(CC(=O)N2CCN(c3ccc(F)cc3)CC2)C1=O (configuration not stated)
7	COc1ccc(NC(=S)N2CCCC2)cc1OC
8	COc1ccc(CNc2ccc(S(N)(=O)=O)cc2)cc1
Compound	1	2	3	4	5	6	7	8
hIAP act	1.1	0.8	0.99	1.3	0.97	1.2	0.9	0.79
hIAP inh	-11	20	1	-32	3	-16	10	21
APOBEC3A inh	1	4	-4	-3	-5	1	0	5
mIAP act	0.96	1.2	0.96	1	0.91	1	0.95	1.1
HKDC1 inhibitor	6	1	7	-8	8	-2	10	-4
PfGluPho inh	11	-9	11	-13	14	-3	-18	-8
ATG4B inhibitor	-11	-3	-8	-1	1	9	-2	-3
mIAP block	4	-16	4	-4	9	-4	5	-10

9	COc1ccc(NC(=O)N(C)C[C@H]2Oc3ccc(NS(=O)(=O)c4cccs4)cc3C(=O)N([C@@H](C)CO)C[C@@H]2C)cc1
10	O=C1CNC(=S)N1CCc1ccc(O)c(O)c1
11	C#CCOCCOCCOCCNc1nc(N2CCN(C(=O)[C@H]([C@@H](C)CC)n3cc([C@@H](N)CC(C)C)nn3)CC2)nc(N2CCN(C(=O)[C@H](Cc3ccc(O)cc3)n3cc([C@@H](N)C(C)CC)nn3)CC2)n1 (some centres not stated)
12	COc1cc(NC(=O)CCN2CCOCC2)cc(OC)c1
13	CSCCC(NS(=O)(=O)c1ccc2[nH]c(=O)c(=O)[nH]c2c1)C(=O)O (configuration not stated)
14	CCN(CC)CC#CC(OC)(c1ccccc1)c1ccccc1
15	COC(=O)N/N=C(\C)c1ccco1
16	CCc1nn(CC(=O)NCCCN(C)Cc2ccccc2)c(=O)c2cc3sc(C)cc3n12
Compound	9	10	11	12	13	14	15	16
hIAP act	1	0.86	1	0.85	1	1	0.95	1.5
hIAP inh	-2	14	-5	14	-3	-2	5	-45
APOBEC3A inh	1	2	2	-4	-3	0	-1	-2
mIAP act	1.1	0.23	1.1	0.95	1.1	0.96	0.94	1
HKDC1 inhibitor	-8	-6	-5	-10	-5	-6	-10	0
PfGluPho inh	5	14	6	5	-4	-2	-7	0
ATG4B inhibitor	4	-8	-6	-3	-2	6	-10	1
mIAP block	-13	77*	-7	5	-9	4	6	-4

17	COc1ccc(C(=O)OCC(=O)NC2CCCCCCC2)cc1OC
18	COC(=O)c1ccccc1NC(=O)C1CCN(C(=O)N2CCOc3ccccc32)CC1
19	COCCCNC(=O)C[C@H]1C[C@H](C(=O)N2CCCCC2)[C@@]2(C)c3[nH]c4cc(-c5ccco5)ccc4c3CCN2C1=O
20	COc1cccc(CCNC(=O)C2CCC(=O)N(C3CC3)C2)c1OC (configuration not stated)
21	N=c1n(CCO)c2ccccc2n1CCOc1ccccc1
22	COc1ccc(CN2C(CC(=O)Nc3cccnc3)c3ccc(C(F)(F)F)cc3S2(=O)=O)cc1 (configuration not stated)
23	COc1cc2c(cc1OC)CN(Cc1ccccc1)CC2
24	COc1ccc(N(CC(=O)N/N=C/c2cccs2)S(=O)(=O)c2ccccc2)cc1
Compound	17	18	19	20	21	22	23	24
hIAP act	1	0.84	/	1	1	/	1.1	1.1
hIAP inh	0	16	/	-5	-4	/	-12	-13
APOBEC3A inh	1	1	1	-2	0	5	-7	0
mIAP act	0.97	0.88	1.1	0.98	1	1.1	1.1	0.93
HKDC1 inhibitor	3	-2	-6	-8	-5	7	-1	-6
PfGluPho inh	-20	-3	14	9	-9	28	-5	13
ATG4B inhibitor	-3	5	/	0	5	2	1	-7
mIAP block	3	12	-6	2	-4	-8	-11	7

25	CCc1c(C)nc2c(-c3ccccc3)c(C)[nH]n2c1=O
26	Clc1ccc(-n2nnnc2CN2CCOCC2)cc1
27	O=C(O)c1cc(-c2ccc(N3CCOCC3)cc2)nn1-c1ccc(F)cc1
28	COc1ccc(OC)c(C(=O)NC(CC(N)=O)c2ccc(NC(C)C)c([N+](=O)[O-])c2)c1 (configuration not stated)
29	COc1ccccc1Nc1nc(C)nc2c1oc1ccccc12
30	O=C(c1cccc([N+](=O)[O-])c1)N1CCN(Cc2ccccc2)CC1
31	CCCS(=O)(=O)N1CCCC(C(=O)NCCc2ccccc2)C1 (configuration not stated)
32	Cc1ccccc1-n1ncc2c1CC(C)(C)CC2NC(=O)c1snnc1C (configuration not stated)
Compound	25	26	27	28	29	30	31	32
hIAP act	1.2	0.97	1.1	0.91	0.91	1.1	1.2	1.1
hIAP inh	-19	2	-14	9	9	-12	-21	-7
APOBEC3A inh	0	-2	0	-4	-3	1	-1	-2
mIAP act	1	1	1	0.98	0.93	1.1	0.91	0.99
HKDC1 inhibitor	3	1	-11	-6	-1	-3	2	0
PfGluPho inh	-18	-5	-13	4	-4	-7	7	9
ATG4B inhibitor	9	-2	3	3	8	0	-3	-4
mIAP block	0	0	-3	2	7	-7	9	1

33	COC(=O)c1ccc(NC(=O)CN2CCCC2)cc1
34	C=CCNC(=O)COC(=O)c1ccc(Cl)c(S(N)(=O)=O)c1
35	Cc1ccc2c(c1)N(S(=O)(=O)c1ccc(CN3C(=O)c4cccnc4C3=O)cc1)CCO2
36	CCN(CC(=O)Nc1cc(Cl)ccc1C)C(=O)CCOc1ccc(C)cc1
37	C=CCNC(=S)/N=c1/ccccn1C
38	Cc1nc(C(F)(F)F)c(C(=O)N/N=C(\N)c2cccnc2)s1
39	O=C(NCc1ccccn1)C1CCN(S(=O)(=O)c2ccccc2)CC1
40	Cc1ccc(CN(C)C(=O)C2CCC(=O)N(CC3CCCCC3)C2)o1 (configuration not stated)
Compound	33	34	35	36	37	38	39	40
hIAP act	1.4	0.96	1.3	1	1	1	1.2	1.1
hIAP inh	-39	4	-26	0	-5	-2	-21	-10
APOBEC3A inh	4	-1	-8	11	-4	4	-3	-6
mIAP act	0.97	1	0.91	1	1	1	0.98	1.1
HKDC1 inhibitor	-6	4	5	0	-1	-10	0	-1
PfGluPho inh	-7	-2	-10	11	10	-4	-11	-14
ATG4B inhibitor	-11	-2	-1	-3	-8	-2	0	6
mIAP block	3	-3	9	-3	-1	-3	2	-5

41	O=C1CCCc2oc3c(cc(NS(=O)(=O)c4ccc5c6c(cccc46)C(=O)N5)c4ccccc43)c21
42	CCSc1cnn(-c2ccccc2)c(=O)c1SCC
43	Cn1c(NC(=O)c2ccc(F)cc2)nc2ccccc21
44	COc1ccccc1NS(=O)(=O)c1ccc(NC(=O)c2ccccn2)cc1
45	Cc1ccc(Nc2nc(N)nc(CN3CCN(Cc4ccccc4)CC3)n2)cc1Cl
46	CC(C)OCCCNC(=O)CCN1C(=O)COc2ccccc21
47	CC(C)n1c(N2CCN(CC(=O)Nc3ccc4c(c3)OCCO4)CC2)nc2ccccc21
48	CC(C)c1cccc(C(C)C)c1OCCCCCN1CCOCC1
Compound	41	42	43	44	45	46	47	48
hIAP act	0.87	1.2	0.84	1	1.1	0.99	0.89	0.9
hIAP inh	13	-18	16	0	-10	1	11	10
APOBEC3A inh	7	-5	-4	-2	-6	1	-1	-2
mIAP act	0.85	1	0.95	1	0.99	0.9	1	0.8
HKDC1 inhibitor	18	-5	-6	2	-2	0	-1	-2
PfGluPho inh	14	-17	5	-21	12	-5	0	10
ATG4B inhibitor	-12	1	8	-6	-13	6	2	-2
mIAP block	15	-1	5	-1	1	10	-1	20

49	O=C(C1CC1)N1CCN=C1SCc1ccc(Cl)cc1
50	O=C(CN1CCSC1=NCc1ccccc1)c1ccc(Cl)c(Cl)c1
51	CCN(C(=O)COC(=O)/C=C/c1cnc2ccccc2n1)c1ccccc1
52	CCCCOc1ccc(NC2=NC3(CCCCC3)N=C(N)N2)cc1
53	CC1Cc2ccccc2N1S(=O)(=O)c1cccc(C(=O)NCc2ccccn2)c1 (configuration not stated)
54	O=C(Nc1ncc(Cc2ccc(Cl)cc2Cl)s1)c1ccc([N+](=O)[O-])cc1
55	CC(C)(C)OC(=O)N/N=C/c1cccc([N+](=O)[O-])c1
56	COC(=O)c1ccc2nc(NC(=O)CCS(=O)(=O)c3ccccc3)sc2c1
57	N#Cc1ccccc1Cn1c(=O)n(Cc2ccc(C(=O)NCc3ccco3)cc2)c(=O)c2ccccc21
Compound	49	50	51	52	53	54	55	56	57
hIAP act	0.96	0.95	1.1	0.98	1.1	1.1	1.1	0.8	1.1
hIAP inh	4	5	-5	2	-7	-6	-10	20	-6
APOBEC3A inh	2	-1	6	-4	3	-3	-3	2	-7
mIAP act	0.94	1	1.1	4.8*	1.1	0.97	1.1	1	1
HKDC1 inhibitor	2	1	-7	-3	-1	-10	-5	-3	-3
PfGluPho inh	-4	-2	-7	-13	9	-4	-4	-5	-4
ATG4B inhibitor	-5	-2	0	-3	-10	-10	6	7	-6
mIAP block	6	-2	-9	-376	-5	3	-15	-4	-2

Single records (already shown).
CCCCOc1ccc(NC2=NC3(CCCCC3)N=C(N)N2)cc1 as listed: hIAP act: 0.98; hIAP inh: 2; APOBEC3A inh: -4; mIAP act: 4.8*; HKDC1 inhibitor: -3; PfGluPho inh: -13; ATG4B inhibitor: -3; mIAP block: -376
CC(C)(C)OC(=O)N/N=C/c1cccc([N+](=O)[O-])c1 as listed: hIAP act: 1.1; hIAP inh: -10; APOBEC3A inh: -3; mIAP act: 1.1; HKDC1 inhibitor: -5; PfGluPho inh: -4; ATG4B inhibitor: 6; mIAP block: -15
CCN(C(=O)COC(=O)/C=C/c1cnc2ccccc2n1)c1ccccc1 as listed: hIAP act: 1.1; hIAP inh: -5; APOBEC3A inh: 6; mIAP act: 1.1; HKDC1 inhibitor: -7; PfGluPho inh: -7; ATG4B inhibitor: 0; mIAP block: -9
